RORg inh = ROR gamma (mouse) transcription inhibition; P51450; Drosophila S2 Gal4-RORgamma UAS-luciferase reporter, 20 h; Potency, µM (doses to about 53.6 µM), inactives show at the highest dose activity change, negative = inhibition, hits mostly inhibitors; 310,000 tested, 5.4% active; AID 2551; further: nearly all actives have a fitted effect of over 60% in size
Target sequence (P51450 whole entry, looked up, the tested form may be a part): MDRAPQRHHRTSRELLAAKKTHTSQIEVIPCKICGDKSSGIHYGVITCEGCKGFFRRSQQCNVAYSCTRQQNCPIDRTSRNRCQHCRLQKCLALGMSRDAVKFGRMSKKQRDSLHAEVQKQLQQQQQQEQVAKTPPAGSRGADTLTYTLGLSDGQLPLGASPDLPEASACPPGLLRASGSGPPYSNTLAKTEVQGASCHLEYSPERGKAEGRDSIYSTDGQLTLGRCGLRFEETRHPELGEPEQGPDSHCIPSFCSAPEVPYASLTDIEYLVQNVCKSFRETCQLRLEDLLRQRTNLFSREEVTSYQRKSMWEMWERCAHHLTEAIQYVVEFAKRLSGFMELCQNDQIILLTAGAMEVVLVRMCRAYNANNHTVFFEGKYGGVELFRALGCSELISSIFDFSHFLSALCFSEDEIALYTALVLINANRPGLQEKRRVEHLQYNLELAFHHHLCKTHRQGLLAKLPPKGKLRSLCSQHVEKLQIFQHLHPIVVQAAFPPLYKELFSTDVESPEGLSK
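Stable Schneider cell line, Gal4 DNA-binding domain fused to ROR gamma, UAS-luciferase. Cmpd 1 hr RT → CuSO4 700 uM final → 20 hr RT → luciferase reagent 10 min → luminescence.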
VP16 counter = counter-screen for ROR gamma inhibitors: Gal4-VP16 reporter; Drosophila S2 Gal4-VP16 UAS-luciferase, luminescence, 20 h; Potency, µM (series often up to 53.6 µM), for the others: at the highest dose activity, negative = inhibition, actives largely listed as inhibitors; 310,000 tested, 3.5% active;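 further: Gal4-VP16 expression switched on by copper sulfate through the metallothionein promoter; nearly all actives have a fitted effect of over 50% in size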
Numbers without * were called inactive; ? = inconclusive; & = joins results of further samples; ! = repeats disagree; [ ] = another dose, or the depositor's remark. The call rests on the fitted dose curve; in most records, active means well fitted curve in the direction sought with a large enough effect; inconclusive means small, poorly fitted or top-dose-only effect, or another doubt; inactive means no such curve, though single readings can be large; an effect the other way counts as inactive or inconclusive. On the % scale 0 is the no-effect control and ±100 the full control effect; potency means the concentration at half of the fitted maximal effect. Only part of the results is shown; the hit share may differ from the screen's.

SMILES	RORg inh	VP16 counter
COC(C)C(C(=O)OCC1=CCN2CC[C@H](O)[C@@H]12)C(C)C (stereo partly specified)	17%	6%
Cc1cc2ccc(=O)oc2cc1OC[C@@H](O)C(C)(C)O	-20%	2%
COC(=O)c1c(C)cc(OC)cc1O	-9%	6%
COC(=O)N1CCC2(CCCN(Cc3ccc(C#N)cc3)C2)CC1	-11%	5%
CN(C)C(=O)Nc1ccc(Oc2ccc(Cl)cc2)cc1	19%	?
COc1cccc(C=NC=Nc2cccc(OC)c2)c1	5%	-6%
NC(=O)CCCCn1ccc(NC(N)=NCC(F)(F)F)n1	-11%	7%
COc1ccccc1-c1ccc2ncnc(N3CCN(C)CC3)c2c1	-2%	?
NCCc1cnc(-c2cccc(C(F)(F)F)c2)[nH]1	2%	5%
COC(=O)[C@@]1(Cc2ccccc2)[C@H]2c3cc(C(=O)N(C)C)n(CCN4CNCC4=O)c3C[C@H]2CN1C(=O)c1ccccc1	11%	-7%
Clc1ccccc1-c1cncnc1NCc1cccs1	9%	14%
O=C1C2CCC(C2)[C@@H]2CCCCN12 (stereo partly specified)	-16%[96.6 µM]	-1%[96.6 µM]
COC(=O)C1(C(C)=O)CC2=CC[C@@H]3C(=O)N(c4ccccc4)C(=O)[C@@H]3[C@@H]2Cc2ccccc2[C@@H]1C[N+](=O)[O-] (stereo partly specified)	0%	-8%
O=C(Oc1ccccc1)N1CCC2(CCCN(c3ccncc3)C2)CC1	13%	-4%
C=C(C)CC1(c2ccccc2)Oc2ccccc2-c2nc3cc(Cl)c(Cl)cc3nc21 (stereo unspecified)	-22%[10 µM]	-1%[10 µM]
CCCn1c(-c2ccc(F)cc2)nc2c(NC(C)CN(C)C)nc(C)nc21 (stereo unspecified)	-12%	-15%
COc1ccccc1-c1nc(NCc2cnc(C)cn2)c2ccccc2n1	-37%	2%
COC(=O)/C=C/C(C)=C/C=C/C(C)=C/C=C/C=C(C)/C=C/C=C(C)/C=C/C(=O)O	-6%	29%
COC(=O)N/N=C/C1=C[N+](=O)c2ccccc2[N+]1=O	19%	8%
Cc1cnc(CNc2cc(-c3ccccc3C(F)(F)F)ncn2)cn1	-32%	8%
COC(=O)C1=C[C@@H](C(=O)OC)C2C3=C(C(=O)[C@@]2(C)NC(=O)c2ccccc2)[C@H](C)n2c(=O)n(-c4ccccc4)c(=O)n2[C@@H]3C1 (stereo partly specified)	-11%	-1%
COCCn1c(=O)c(-c2ccccc2)nc2cnc(N(C)C)nc21	17%	8%
CN(C)c1ccc(-c2cc(N(C)Cc3ccco3)ncn2)cc1	?	-29%
CC(=O)Oc1cc(OC(C)=O)c2c(c1)OC(c1ccc(OC(C)=O)c(OC(C)=O)c1)C(OC(C)=O)C2 (stereo unspecified)	0%&-7%	16µM*!

Complete entries as entered above. Values in the order: RORg inh	VP16 counter
Listed for O=C(Oc1ccccc1)N1CCC2(CCCN(c3ccncc3)C2)CC1 → 13%	-4%
Listed for COC(=O)[C@@]1(Cc2ccccc2)[C@H]2c3cc(C(=O)N(C)C)n(CCN4CNCC4=O)c3C[C@H]2CN1C(=O)c1ccccc1 → 11%	-7%
Listed for COC(=O)/C=C/C(C)=C/C=C/C(C)=C/C=C/C=C(C)/C=C/C=C(C)/C=C/C(=O)O → -6%	29%
Listed for COC(=O)N/N=C/C1=C[N+](=O)c2ccccc2[N+]1=O → 19%	8%
Listed for COC(=O)C1(C(C)=O)CC2=CC[C@@H]3C(=O)N(c4ccccc4)C(=O)[C@@H]3[C@@H]2Cc2ccccc2[C@@H]1C[N+](=O)[O-] (stereo partly specified) → 0%	-8%

Additional results
SMILES	RORg inh	VP16 counter
C[C@@H](N)C(=O)O	37%&0%	1%&4%
C=CCOC(=O)N[C@H](c1ccco1)C(C(C)=O)C(C)=O	-2%	8%
COc1ccc(NC(=O)N2CCC3(CC2)CCN(C(=O)c2cc(C(F)(F)F)cc(C(F)(F)F)c2)CC3)cc1	24%	29%
CC(C)c1cc(C(C)C)c(S(=O)(=O)Nc2cccc3cccnc23)c(C(C)C)c1	0.05µM*	-90%
CCNc1ncc2nc(-c3cccc(C#N)c3)c(=O)n(Cc3cccc(OC)c3)c2n1	-2%	4%
COc1ccc(CNc2nc(-c3ccoc3)nc3ccccc23)c(OC)c1	38%	-8%
Cn1cccc1C(=O)N1CCC2(CC1)CN(C(=O)Nc1ccccc1)C2	12%	1%
CCC(CCC(C)C1CCC2C3CCC4CC(O)CC[C@@]4(C)C3CC[C@@]12C)C(C)C (stereo partly specified)	-7%	-9%
CS(=O)(=O)c1ccc(CNC(=O)[C@@H]2C[C@H]2[C@@H](NP(=O)(c2ccccc2)c2ccccc2)c2ccccc2)cc1	?	-2%
COC(=O)c1ccc(-c2ccc(C3C4C=CCC(C)C4C(=O)N3Cc3ccccc3)c(F)c2)cc1 (stereo unspecified)	31%	2%
O=C(c1cc(C(F)(F)F)cc(C(F)(F)F)c1)N1CCC[C@@]2(CCN(c3ccncc3)C2)C1	-5%	7%
COc1cc(O)c(C)c(O)c1	38%	4%

Some of the entries above, set out differently:
| canonical_smiles | RORg inh | VP16 counter |
| --- | --- | --- |
| COc1ccccc1-c1ccc2ncnc(N3CCN(C)CC3)c2c1 | -2% | ? |
| NCCc1cnc(-c2cccc(C(F)(F)F)c2)[nH]1 | 2% | 5% |
| COC(=O)[C@@]1(Cc2ccccc2)[C@H]2c3cc(C(=O)N(C)C)n(CCN4CNCC4=O)c3C[C@H]2CN1C(=O)c1ccccc1 | 11% | -7% |

Further entries
SMILES	RORg inh	VP16 counter
CCCC/C=C/C(NC(=O)C(C)(C)C)c1ccccc1 (stereo unspecified)	0%	0%
COC(=O)[C@@]1(Cc2ccc(OC)cc2)[C@H]2c3cc(C(=O)N4CCCC4)n(C[C@H](O)CO)c3C[C@H]2CN1C(=O)c1ccccc1	-8%	5%
CC(C(=O)O)C1CCC2C3CC=C4CC(O)CC[C@@]4(C)C3CC[C@]12C (stereo partly specified)	-21%	3%
O=C(c1csnn1)N1CCC2(CC1)CCN(c1ncccn1)CC2	6%	4%
CC(C)C[C@@H](CC(=O)N[C@H](CC(=O)N[C@@H]1CCCC[C@H]1C(=O)N[C@H](CC(=O)N[C@@H](CCC(=O)O)CC(=O)O)Cc1c[nH]c2ccccc12)C(C)C)NC(=O)[C@@H]1CNCC[C@H]1N	0%	3%
O=C1OC2(c3ccc(O)cc3Oc3cc(O)ccc32)c2ccccc21	-11%&-6%	0%&2%
CC1=C(\C=C/C(C)=C/C=C\C(C)=C\C(=O)O)C(C)(C)CCC1	?	-7%
CC(C)C[C@@H](CC(=O)N[C@@H](CCC(=O)O)CC(=O)O)NC(=O)[C@@H]1CNCC[C@H]1NC(=O)C[C@H](CCCN)NC(=O)C[C@H](CO)NC(=O)[C@@H]1CNCC[C@H]1N	-28%	5%
CCO[C@H]1O[C@@H]([C@H](COCc2ccccc2)OCc2ccccc2)[C@@H](OCc2ccccc2)[C@H]1O	32%[2.98 µM]	-8%[17 µM]
COC(=O)Oc1ccccc1C(=O)O	-9%	3%
Cc1ccc(CNC(=O)[C@H]2C[C@@H]2[C@H](NP(=O)(c2ccccc2)c2ccccc2)c2ccccc2)c(F)c1F	17%	-13%
O=C(c1ccncc1)N1CCC[C@@]2(CCN(Cc3ccccc3)C2)C1	7%	1%
COC(=O)C[C@@H]1O[C@H]1[C@H](C)[C@@H](OC)C(C)C	15%[10 µM]	3%[10 µM]
OCC(O)C(O)[C@H](O[C@H]1OC(CO)C(O)C(O)C1O)[C@H](O)CO (stereo partly specified)	-8%	4%
C#CCCCC(=O)Nc1ccccc1	-10%	2%
N#Cc1ccccc1-c1ccc2ncnc(NC3CC3)c2c1	?	-13%
Cn1c(=O)c(-c2cccs2)nc2cnc(N3CCOCC3)nc21	1%	-7%
CCNc1ncc2nc(-c3cc(F)cc(F)c3)c(=O)n(CCc3ccccc3)c2n1	24%	-28%
COc1cc(-c2oc3cc(O)cc(O)c3c(=O)c2O[C@@H]2O[C@H](CO)[C@@H](O)[C@H](O)[C@H]2O)ccc1O	1%	7%
CC[C@H](C)[C@H](NC(=O)[C@H](CC(=O)O)NC(=O)[C@H](CC(N)=O)NC(=O)[C@@H](NC(=O)[C@H](CCCNC(=N)N)NC(=O)[C@@H](NC(=O)[C@@H](NC(=O)[C@@H](NC(=O)[C@@H](NC(=O)[C@H](CCCCN)NC(=O)[C@@H](NC(=O)[C@H](CC(C)C)NC(=O)[C@@H](NC(=O)[C@H](CCCCN)NC(=O)[C@@H](NC(=O)[C@H](CC(=O)O)NC(=O)[C@H](CC(=O)O)NC(=O)[C@H](CCC(N)=O)NC(=O)[C@@H](NC(=O)[C@H](CCCCN)NC(=O)[C@H](CCC(N)=O)NC(=O)[C@@H](NC(=O)[C@@H]1CCCN1C(=O)[C@@H](N)C(C)C)[C@@H](C)CC)C(C)C)[C@@H](C)O)[C@@H](C)O)[C@@H](C)CC)[C@@H](C)O)[C@@H](C)CC)C(C)C)[C@@H](C)O)[C@@H](C)CC)C(=O)N[C@@H](CO)C(=O)N[C@@H](Cc1cnc[nH]1)C(=O)N[C@H](C(=O)N[C@@H](CCC(N)=O)C(=O)N[C@@H](CO)C(=O)N[C@H](C(=O)N[C@@H](CO)C(=O)N[C@@H](CO)C(=O)N[C@@H](CCCCN)C(=O)N[C@@H](CCC(N)=O)C(=O)N[C@@H](CCCCN)C(=O)O)C(C)C)[C@@H](C)O	9%	-4%
CCCn1c(C)nc2c(NCCN(C)C)nc(C)nc21	-3%	2%
CCCCCCCC/C=C/CCCCCCCC(=O)NCCOP(=O)(O)O	-11%	-8%
CC(=O)NCCCS(=O)(=O)O	24%	0%
CC(C)CN1CCCC2(CCN(C(=O)c3cnccn3)CC2)C1	-17%	-10%
O=c1c(CCc2ccccc2)nc2cnc(N3CCOCC3)nc2n1-c1ccccc1	8%	3%
C=C1CCN(C(CC(C)C)C(=O)NCc2cc(OC)c(OC)c(OC)c2)S(=O)(=O)c2ccccc21 (stereo unspecified)	36%	0%
O=C(/C=C/c1ccccc1)NCCO	24%	-5%
C[C@@H]1C(=O)O[C@H]2C[C@@]34[C@H]5C[C@@H](C(C)(C)C)[C@]36[C@H](OC(=O)[C@H]6O)O[C@]4(C(=O)O5)[C@]21O	-1%	8%
COc1cccc(Nc2ncc3nc(C)c(=O)n(CCc4ccccc4)c3n2)c1	6%	8%
O=C(O)C[CH2][Ge](=[O])[O][Ge](=[O])[CH2]CC(=O)O	2%[10 µM]	2%
C=C(C)C1COc2cc3oc(=O)ccc3cc2O1 (stereo unspecified)	17%	-6%
CC(C)C[C@@H](CC(=O)N[C@@H](CCCN)CC(=O)N[C@@H]1CCNC[C@H]1C(=O)N[C@H](CC(=O)N[C@@H](CCC(=O)O)CC(=O)O)Cc1c[nH]c2ccccc12)NC(=O)[C@@H]1CNCC[C@H]1N	-8%	-1%
OCC(CO)(CBr)CBr	7%	-19%
CC[C@H](C)[C@@H](NC(=O)O[C@@H]1Cc2cc(OC)ccc2O[C@H]1c1cccc(OC)c1)C(=O)OC	-1%	4%
C[C@]1(OC(=O)/C=C\c2ccccc2)C[C@@H](O)[C@@]2(O)C=CO[C@@H](O[C@H]3O[C@@H](CO)[C@@H](O)[C@@H](O)[C@@H]3O)[C@H]21	-25%[16.9 µM]	-6%[17 µM]
COc1ccccc1CCn1c(=O)c(-c2cccs2)nc2cncnc21	-30%	24%
Fc1ccc(-c2nc3n(c2-c2ccncc2)CCS3)cc1	-2%	-4%
CO[C@H]1COC(=O)[C@H](C)COC(=O)[C@@H](OCc2ccccc2)/C=C\[C@@H]1C	-7%[10 µM]	-1%[10 µM]
NCCC[C@@H](CC(=O)N[C@@H]1CCNC[C@H]1C(=O)N[C@H](CC(=O)N[C@@H](CCC(=O)O)CC(=O)O)Cc1c[nH]c2ccccc12)NC(=O)C[C@H](Cc1c[nH]c2ccccc12)NC(=O)[C@@H]1CNCC[C@H]1N	-5%	-9%
O=C1CCC=C1C(O)c1ccc(Cl)cc1 (stereo unspecified)	10%	-21%
C[C@@H]1C(=O)O[C@@H]2C[C@]34[C@H]5C[C@@H](C(C)(C)C)[C@@]36[C@@H](OC(=O)[C@@H]6O)O[C@@]4(C(=O)O5)[C@@]12O	-2%[16.9 µM]	4%[17 µM]
C[C@H](CCC(=O)O)[C@H]1CC[C@@H]2[C@H]3CC[C@H]4C[C@@H](O)CC[C@@]4(C)[C@H]3CC[C@]21C	0%[16.9 µM]	4%[17 µM]
O=C(/C=C/C(=O)Oc1ccccc1C(=O)O)Oc1ccccc1C(=O)O	-1%	0%
NS(=O)(=O)c1cc2c(cc1Cl)N[C@@H](C(Cl)Cl)NS2(=O)=O	-9%[2.98 µM]	3%[17 µM]
COC(=O)[C@@H]1O[C@@H](c2c(OC)c(OC)c(C)c(OC)c2OC)[C@H](C)[C@@H](O)[C@@H]1C	7%[10 µM]	0%[10 µM]
COC(=O)[C@@]1(Cc2ccccc2)[C@H]2c3cc(C(=O)N4CCCC4)n(Cc4ccc(C)o4)c3C[C@H]2CN1C(=O)c1ccccc1	?	-20%
Cn1cccc1C(=O)N1CCC2(CCCN(c3ccccn3)C2)CC1	14%	6%
O=C(Nc1ccccc1)N1CCC2(CCNCC2)CC1	-23%	1%
COc1cccc(-c2nccc(NC3CCNCC3)n2)c1	?	-2%
